Assay outcomes deposited in PubChem BioAssay by several laboratories.
Pemphigus Ab inh: inhibitors of pemphigus antibody binding to DSG3, primary screen, biochemical, bead-based, flow cytometry, scFv-GFP; DSG3-coupled beads, scFv-anti-DSG3-GFP binding; hits give low values; binding (percent of control), % at 10 µM; 0.48% of 310,000 active; AID 588358, 2011;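 active = binding more than 3 SD below its plate's average and above zero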;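 also: hits lower antibody fragment binding to DSG3; some compounds called inactive have numbers as strong as hits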
SR-BI uptake up: activators of SR-BI mediated DiI-HDL uptake, primary screen, ldlA[mSR-BI] CHO cells, DiI fluorescence; AID 504775, 2011; 0.096% of 320,000 active; activation, % at 12.5 µM; 3 h; 100 = double the neutral-control signal;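 active = mean replicate activation of at least 60% and every replicate at or above 60%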;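 also: 0% = median plate neutral-control signal and 100% = twice that signal; values of inactives mirror those of a sister screen read the other way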
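Material: SR-BI-overexpressing, LDLR-lacking CHO cells; schedule: compound exposure 3 h, 37 °C; reagent: DiI-labelled HDL at 10 µg/mL final; technique: bottom-read fluorescence, 550/595 nm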
SR-BI DiI inh: inhibitors of SR-BI mediated HDL lipid uptake, primary screen, ldlA[mSR-BI] cells, fluorescence, single point; inhibition, % at 12.5 µM; Scavenger receptor class B member 1 (Mus musculus), Q61009; AID 488896, 2010; ldlA[mSR-BI] CHO cells, DiI-HDL uptake fluorescence, 3 h; 0.96% of 320,000 active;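 active = mean replicate inhibition of at least 70% and a set share of replicates each scoring 70 or more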;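 also: 0% = median of neutral control wells and 100% = median of positive control wells; values of inactives mirror those of a sister screen read the other way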
Target sequence (Q61009 whole entry, looked up): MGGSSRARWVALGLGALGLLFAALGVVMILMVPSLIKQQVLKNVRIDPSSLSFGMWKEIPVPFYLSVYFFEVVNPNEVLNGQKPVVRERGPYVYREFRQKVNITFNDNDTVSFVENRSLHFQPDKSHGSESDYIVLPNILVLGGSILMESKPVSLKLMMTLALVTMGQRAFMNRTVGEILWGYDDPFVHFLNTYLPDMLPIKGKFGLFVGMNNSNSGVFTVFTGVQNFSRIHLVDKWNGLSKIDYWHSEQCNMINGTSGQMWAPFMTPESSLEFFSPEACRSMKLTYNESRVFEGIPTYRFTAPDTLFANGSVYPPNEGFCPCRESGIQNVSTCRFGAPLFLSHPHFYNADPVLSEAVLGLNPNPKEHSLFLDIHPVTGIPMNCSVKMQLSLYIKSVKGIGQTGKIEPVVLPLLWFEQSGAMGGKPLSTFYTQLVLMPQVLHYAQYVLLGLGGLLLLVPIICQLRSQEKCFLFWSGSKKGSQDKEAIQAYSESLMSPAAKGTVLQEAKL
MITF act: activators of MITF-driven TRPM1 promoter reporter, primary screen, cell-based, SK-MEL-5, luciferase, single point | SK-MEL-5 TRPM1-promoter luciferase, 24 h; % of positive control, neutral wells = 0 | activation, % at 12.5 µM | 0.75% of 300,000 active | AID 588334, 2011;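 active = mean activation of at least 80% with every replicate also reaching 80%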;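 also: 0% = neutral control wells and 100% = parthenolide positive control wells; values of inactives mirror those of a sister screen read the other way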
SUMO Mot1 rescue: yeast Mot1-301 growth rescue at high temperature, primary screen, SUMOylation pathway inhibitor project, S. cerevisiae, ATP luminescence, 38.5C. S. cerevisiae Mot1-301 growth rescue; percent above DMSO median, 100 means doubled. growth rescue, % at 18.8 µM. 1% of 320,000 active. AID 2716, 2010;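 active = every valid replicate shows activation above 250% relative to neutral control wells; inactive = the rest, any valid replicate at or below 250%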;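 also: OY570 slx delta 5 strain wells were the positive control but not used for scaling; some compounds called inactive have numbers as strong as hits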
NSD2 HMT inh: NSD2 histone methyltransferase inhibitors, primary screen, biochemical, AlphaScreen, single concentration, set 2; inhibition, % at 12.5 µM; AID 743445, 2014; 0.54% of 310,000 active; Histone-lysine N-methyltransferase NSD2 (Homo sapiens), O96028; NSD2 peptide methylation, 120 min; in the data active = inhibition above about 50%
PKA-R2B activ: activators of PKA-R2B holoenzyme, primary screen, biochemical, fluorescence polarization, Cy5-IP20, human | PKA-R2B holoenzyme dissociation; R2B truncated from residue 108, S112A mutant; 0% DMSO only, 100% 113 µM cGMP | activation, % at 11.4 µM | cAMP-dependent protein kinase catalytic subunit beta (Homo sapiens) + cAMP-dependent … | AID 504700, 2011 | 0.079% of 340,000 active;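 active = activation above a cutoff set at the mean over all compounds plus 3 SD, cut at about 18% in these data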;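 also: higher means more holoenzyme dissociation and a rise in polarization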
PKA-R1A activ: activators of PKA-R1A holoenzyme, primary screen, biochemical, fluorescence polarization, Cy5-IP20, bovine R1A, mouse PKAc; cAMP-dependent protein kinase type I-alpha regulatory subunit (Bos taurus) + …; PKA-R1A dissociation; scaled: DMSO 0%, 113 µM cGMP 100%; activation, % at 11.4 µM; 0.083% of 340,000 active; AID 504707, 2011;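 active = percent activation above the mean of all tested compounds plus 3 SD, cut at about 19% in these data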;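 also: higher means more PKAc released from R1A so a rise in polarization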
Arrestin-AP2 inh: inhibitors of beta-arrestin/AP2 binding, primary screen, biochemical, GPCR trafficking, flow cytometry. beta-arrestin 1 C-terminal peptide binding to AP2 beta2-adaptin appendage (human). FITC-arrestin peptide / GST-AP2 beads; AP2 beta2 appendage carries R879A mutation. inhibition, % at 10 µM. 0.31% of 340,000 active. AID 504490, 2011;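 active = inhibition above a set limit, near 3 SD of compounds lacking own fluorescence, cut at about 54% in these data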;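 also: plate controls were DMSO wells for no effect and 5 µM unlabelled arrestin peptide for full effect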
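Assay system: GST-AP2 R879A bound to glutathione beads, E. coli-expressed; Medium: PBS with 0.05% Tween 20 and 0.1% BSA; Also added: fluorescein-tagged arrestin peptide at 50 nM final; Timing: 12 min plus 1 h, RT; Measured by: flow cytometry, FL1 (488/535 nm); Evaluation: percent drop in bead-associated FITC signal.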
CDK5 p35 inh: inhibitors of human CDK5/p35 kinase, primary screen, biochemical, single concentration; Cyclin-dependent kinase 5 (Homo sapiens) + Cyclin-dependent kinase 5 activator 1 (Homo …; Recombinant CDK5/p35, ADP-Glo luminescence, 60 min; inhibition, % at 10 µM; 0.01% of 330,000 active;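 active = highest replicate inhibition of at least 50% and at least 75% of replicates reaching 50%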;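 also: plate controls were DMSO neutral control for no effect and GW8510 at 10 µM for full effect; many of its hits are not listed in these tables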
Target sequence (Q00535 whole entry, looked up): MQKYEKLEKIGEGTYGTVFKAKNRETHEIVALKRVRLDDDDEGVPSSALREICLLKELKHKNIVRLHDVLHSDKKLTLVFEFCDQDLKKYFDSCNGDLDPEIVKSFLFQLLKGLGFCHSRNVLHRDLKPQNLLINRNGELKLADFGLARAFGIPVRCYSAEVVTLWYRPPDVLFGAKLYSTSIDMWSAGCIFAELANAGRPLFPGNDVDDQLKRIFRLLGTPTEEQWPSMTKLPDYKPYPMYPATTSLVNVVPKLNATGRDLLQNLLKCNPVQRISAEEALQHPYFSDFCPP
Target sequence (Q15078 whole entry, looked up): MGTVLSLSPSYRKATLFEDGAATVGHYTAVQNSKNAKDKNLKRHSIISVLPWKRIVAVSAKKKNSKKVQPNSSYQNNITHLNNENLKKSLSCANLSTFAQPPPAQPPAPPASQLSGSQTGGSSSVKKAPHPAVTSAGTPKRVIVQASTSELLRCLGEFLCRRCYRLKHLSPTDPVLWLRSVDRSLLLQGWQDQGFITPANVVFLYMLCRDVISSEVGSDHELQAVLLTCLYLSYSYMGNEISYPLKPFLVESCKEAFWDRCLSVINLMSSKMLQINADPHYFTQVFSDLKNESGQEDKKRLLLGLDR
dFosB act: activators of delta FosB homodimer, primary screen, biochemical, fluorescence polarization, TAMRA-CDK5 oligo, single point; Protein FosB (Mus musculus), P13346; purified delta FosB; percent of positive-control signal above neutral wells; activation, % at 25 µM; 0.99% of 340,000 active; AID 493131, 2011;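 active = mean activation above about 17%, with every replicate also reaching it, limit read from the data, passing the limit was not always enough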;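 also: fluorescence polarization rise as delta FosB binds a TAMRA Cdk5 AP-1 oligo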
Starred values were filed as active, the others as inactive; . = not tested or not shown.

SMILES | Pemphigus Ab inh | SR-BI uptake up | SR-BI DiI inh | MITF act | SUMO Mot1 rescue | NSD2 HMT inh | PKA-R2B activ | PKA-R1A activ | Arrestin-AP2 inh | CDK5 p35 inh | dFosB act
COCc1ccc(C(=O)NC(C)c2cnn(-c3ccccc3C)c2C)o1 (stereo not drawn) | 77 | 17 | -17 | -7 | 13 | 6 | -1 | 0 | 9 | -0.1 | -10
Cc1cc(C)c(C#N)c(SCc2ccccc2[N+](=O)[O-])n1 | 105 | . | . | -5 | 4 | 2 | 4 | -6 | -6 | 0.3 | -1
O=C1CN(S(=O)(=O)c2ccccc2)CCN1 | 92 | 22 | -22 | 8 | 1 | 0 | -3 | 4 | 39 | 2.1 | -1
Cc1ccc(NC(=O)Cc2nnc(SCC(=O)Nc3ccc(N4CCOCC4)cc3)n2C)cc1 | 108 | -1 | 1 | 16 | 8 | 7 | 2 | 5 | -3 | 0.3 | -7
O=C(Nc1cccc(-c2cn3cccnc3n2)c1)c1ccco1 | 95 | . | . | -13 | -21 | -2 | -6 | -9 | 7 | -1.7 | -19
COc1ccc(OCCn2cc(/C(N)=N/O)c3ccccc32)cc1 | 120 | 25 | -25 | -8 | 95 | 3 | -9 | 2 | 3 | 0.9 | -3
Cc1cc(Cl)ccc1NC(=O)CN1C(=O)C(=O)N(C2CCCC2)C1=O | 99 | -3 | 3 | . | 4 | -3 | 4 | -6 | 27 | -0.7 | 0
CC1CCCCN1S(=O)(=O)c1csc(C(N)=O)c1 (stereo not drawn) | . | 2 | -2 | -14 | -7 | -2 | 2 | -4 | 7 | -1.0 | 2
O=C(CCC(=O)Nc1nnc(C2CCCCC2)s1)NCc1ccccc1 | . | 14 | -14 | 4 | 24 | -2 | 5 | -6 | 11 | -1.4 | 1
COc1ccc(N=Cc2cc3c(cc2O)OC(N)=C(C#N)C3c2ccccc2)cc1 (stereo not drawn) | 126 | . | . | -7 | -2 | 1 | 0 | -5 | -24 | -0.1 | 0
CCOC(=O)CSc1n[nH]c(NC(C)=O)n1 | 95 | 12 | -12 | -8 | 4 | 2 | 1 | 2 | 24 | 0.7 | -5
CC(/C=N\NC(=O)CN1CCN(Cc2ccccc2)CC1)=C\c1ccco1 | 88 | 27 | -27 | -21 | 7 | 5 | 1 | -4 | 3 | 0.6 | 3
COc1ccc(/C=N/NC(=O)CCSc2nc3ccccc3s2)cc1 | 104 | -29 | 29 | 7 | 34 | 3 | -5 | -8 | 5 | -4.0 | -7
COC(CNC(=O)c1cccc(-n2c(=S)[nH]c3cc(Cl)ccc3c2=O)c1)OC | 101 | 36 | -36 | -1 | -15 | -3 | -7 | -5 | 17 | 0.3 | -7
CC1(C)OC2OC(C(=O)N/N=C/c3cc(Br)ccc3O)C3OC(C)(C)OC3C2O1 (stereo not drawn) | 104 | . | . | -8 | -9 | -3 | -7 | 0 | 38 | -0.5 | -2
CCOC(=O)c1c(C)n(C)c2cc(CN(C)C)c(O)c(S(=O)(=O)c3ccccc3)c12 | 77 | 21 | -21 | -16 | -1 | 1 | 4 | 10 | -7 | 0.7 | 0
Cc1cc(C)c2nc(NNC(=O)c3ccc(S(=O)(=O)N4CCCCC4)cc3)sc2c1 | 101 | -76 | 76* | . | -20 | . | 2 | 5 | 1 | 0.4 | -9
O=C1CC(c2ccco2)Sc2ccccc2N1 (stereo not drawn) | 95 | 13 | -13 | -7 | 98 | -1 | 8 | 6 | -2 | 0.8 | 3
CCCCc1nc2cc(C(=O)N3CCNC(=O)C3CC(=O)OC)ccc2o1 (stereo not drawn) | 109 | 0 | 0 | 8 | 5 | -5 | 0 | 10 | -11 | 0.0 | 6
CCCCCCCOc1ccc(C(=O)Nc2cccnc2)cc1 | 111 | 17 | -17 | 3 | -1 | 0 | -13 | -2 | -8 | -0.9 | -8
CSc1ncccc1C(=O)Nc1nc2ccc(F)cc2s1 | 102 | -46 | 46 | 5 | -10 | 2 | -12 | -5 | 6 | 0.0 | -13
Cc1[nH]n(-c2ccccc2)c(=O)c1N=Nc1ccc(C(=O)O)cc1 | 89 | -12 | 12 | 7 | 3 | 11 | 8 | 2 | 4 | 0.9 | 1
O=C1CSC(=S)N1/N=C/C=C/c1ccccc1 | 95 | 4 | -4 | 0 | 200 | -16 | 4 | 4 | 22 | -0.1 | -8
CC(C)N1CCN(S(=O)(=O)c2ccc3ccccc3c2)CC1 | 103 | 15 | -15 | 8 | 2 | 2 | 2 | -5 | 35 | 0.3 | 1
CCOC(=O)c1c(C)c(C(=O)Nc2cc(OC)ccc2OC)c(C)n1CC | 94 | -52 | 52 | -11 | 10 | 12 | -3 | -4 | 23 | -1.6 | -3
CCc1noc(C)c1C(=O)Nc1nc(-c2ccccc2)c(C(C)=O)s1 | 108 | -4 | 4 | 4 | -16 | 9 | 0 | -6 | 0 | 0.7 | -14
Cc1ccc(NS(=O)(=O)c2ccc(NC(=O)c3cccs3)cc2)cc1 | 100 | -8 | 8 | -9 | 3 | 0 | -2 | 0 | 17 | -0.2 | -8
CCOc1ccc2nc(SC3CC(=O)N(c4ccc(C)cc4)C3=O)sc2c1 (stereo not drawn) | 93 | 17 | -17 | 58 | 550 | -1 | -11 | 4 | 18 | -1.0 | 5
COc1ccc(-n2c(=O)c3c4c(sc3n(CC(=O)NCc3ccco3)c2=O)CCC4)c(OC)c1 | 103 | 7 | -7 | . | 76 | . | 5 | 2 | 6 | -0.1 | -2
Cc1ccc(S(=O)(=O)Oc2cccc(N3C(=O)C4CC=CCC4C3=O)c2)cc1 (stereo not drawn) | . | . | . | . | -7 | 0 | 0 | -5 | 11 | 0.3 | -4

Full records, quoted from the list. Screens in order: Pemphigus Ab inh | SR-BI uptake up | SR-BI DiI inh | MITF act | SUMO Mot1 rescue | NSD2 HMT inh | PKA-R2B activ | PKA-R1A activ | Arrestin-AP2 inh | CDK5 p35 inh | dFosB act
CCc1noc(C)c1C(=O)Nc1nc(-c2ccccc2)c(C(C)=O)s1 is listed as 108 | -4 | 4 | 4 | -16 | 9 | 0 | -6 | 0 | 0.7 | -14
CCOC(=O)c1c(C)n(C)c2cc(CN(C)C)c(O)c(S(=O)(=O)c3ccccc3)c12 is listed as 77 | 21 | -21 | -16 | -1 | 1 | 4 | 10 | -7 | 0.7 | 0

Next compounds.
SMILES | Pemphigus Ab inh | SR-BI uptake up | SR-BI DiI inh | MITF act | SUMO Mot1 rescue | NSD2 HMT inh | PKA-R2B activ | PKA-R1A activ | Arrestin-AP2 inh | CDK5 p35 inh | dFosB act
Cc1cccc(NC(=S)N(CCCN2CCOCC2)Cc2cn(C)c3ccccc23)c1 | 102 | 18 | -18 | -12 | 188 | 35 | 2 | 2 | -2 | 0.8 | -1
O=C(CCNS(=O)(=O)c1cccs1)N1CCN(c2ccc(F)cc2)CC1 | 93 | . | . | . | -6 | -2 | -26 | -10 | -7 | 0.3 | -1
COc1ccc(-n2nc3ccc(NS(C)(=O)=O)cc3n2)cc1Cl | 99 | -53 | 53 | 40 | -3 | 1 | 10 | -5 | 4 | 1.0 | -7
COC(=O)c1ccc(OS(=O)(=O)N(C)C)cc1 | 89 | 25 | -25 | 46 | -3 | -3 | -2 | 2 | -7 | -6.2 | -1
Nc1nnnn1/N=C/c1cccc(Oc2ccccc2)c1 | 99 | -19 | 19 | . | -2 | -2 | 9 | 9 | 1 | -1.6 | -4
C/C(CC(=O)Nc1cccc2c1CCCC2)=N\NC(=O)c1ccccc1N | 95 | 46 | -46 | 8 | -10 | 16 | 2 | -2 | -6 | -1.9 | -10
CCOC(=O)CN1C(=O)NC(C)(c2ccc(OC(F)F)cc2)C1=O (stereo not drawn) | . | 33 | -33 | -14 | 12 | -3 | -1 | -2 | -9 | 0.4 | -5
CC(C)(Oc1ccc(Cl)cc1)C(=O)OCC(=O)NCCc1ccccc1 | 100 | 12 | -12 | -2 | 14 | -4 | -6 | -7 | -3 | -0.1 | -5
Cn1cccc1C(=O)Nc1ccc(N2CCOCC2)cc1 | . | -9 | 9 | 33 | -26 | -1 | 0 | -2 | 19 | 4.1 | 0
Cc1cc(O)ccc1N/C=C/c1onc(C)c1[N+](=O)[O-] | 84 | -23 | 23 | 26 | 6 | -1 | -11 | -9 | 99* | 0.1 | -10
CN(C)c1cccc(C(=O)Nc2ccc3nc4n(c(=O)c3c2)CCCCC4)c1 | 99 | -50 | 50 | . | -3 | . | -9 | -16 | 24 | 0.2 | -3
COc1ccc(C2=CC(=O)OC(C)(c3ccccc3)O2)cc1 (stereo not drawn) | 108 | 18 | -18 | 1 | -3 | -3 | -11 | -7 | 5 | -0.1 | -3
CN(C)CCCNc1cc(C(C)(C)C)nc2c(-c3ccc(Cl)cc3)cnn12 | 117 | -24 | 24 | . | 261 | -3 | -9 | 4 | 20 | 6.1 | -19
O=C(Cc1ccccc1)Nc1ccc(C(=O)O)cc1 | 99 | 1 | -1 | 1 | 3 | -4 | 14 | 4 | -6 | -3.0 | -2
CCOC(=O)N1CCN(C(=O)c2ccc(N(Cc3ccc(C)cc3)S(C)(=O)=O)cc2)CC1 | 96 | -23 | 23 | -17 | -7 | 0 | -11 | -6 | -4 | -8.9 | -8
O=C(NC(N1CCOCC1)C(Cl)(Cl)Cl)c1ccc(Br)cc1 (stereo not drawn) | 96 | -20 | 20 | -4 | . | -9 | -7 | -4 | 50 | 0.1 | 9
CC(=O)c1cccc(Nc2cc(C)nc3c(C)cc(C)cc23)c1 | 101 | -14 | 14 | 3 | 2 | 0 | -3 | 11 | -3 | 0.2 | -17
COC(=O)c1ccc(CN2CCc3ccccc32)cc1 | 109 | 5 | -5 | -9 | -8 | 4 | -8 | -3 | 30 | 0.2 | 0
